MC4R antag cAMP = antagonists of human melanocortin 4 receptor (MC4R); P32245; MC4R-expressing cells, MTII-stimulated cAMP, LANCE TR-FRET; inhibition, % at 6.5 µM; 0.48% of 360,000 active;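 active = inhibition above its plate's cutoff, the mean of tested wells on that plate plus 3 SD, cut at about 29% in these data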;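 note: 0% = Melanotan II alone and 100% = Melanotan II plus saturating MCL0020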
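material = U2OS cells stably expressing human melanocortin 4 receptor (MC4R) | also added = Melanotan II challenge | dosing = single nominal compound dose of 6.5 µM | detection = TR-FRET with Eu-cAMP and labeled anti-cAMP, 671 nm | replication = singlicate | timing = compound 30 min, challenge 1 h, detection 1 h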
ABHD5-PLIN5 inh = inhibitors of human ABHD5-perilipin-5 interaction | Split G. princeps luciferase complementation, luminescence, 4 h | inhibition, % at 4 µM | AID 602281 | 0.78% of 360,000 active;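 active = inhibition above the mean inhibition across every tested compound plus 3 SD, cut at about 22% in these data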;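 note: 0% = DMSO only wells and the 100% control is not disclosed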
CaV13 ICDI inh = Primary screen for inhibitors of IQ motif and Ca2+-dependent inactivation inhibitor domain binding in CACNA1D, Förster resonance energy transfer in living cells, … | HEK cells, CFP/YFP FRET ICDI-IQ, plate reader, 10 min; percent FRET-ratio fall versus neutral wells | inhibition, % at 12.3 µM | 0.098% of 340,000 active;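 active = mean replicate inhibition of at least 30% and at least 1% of replicates passing that level; inconclusive = only one of the two criteria is met; inactive = neither criterion is met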;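 note: 0% = median of the neutral control wells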
Glyco luc inh = N-linked glycosylation inhibition; D54 ERlucT glycosylation luciferase reporter, 24 h; percent of 100 nM tunicamycin response; reporter increase, % at 12.5 µM; 0.23% of 360,000 active;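 active = mean luciferase reporter signal, scaled so untreated is 0 and the glycosylation-blocking control 100, at or above a set limit in every replicate; inconclusive = mean reaches the limit but not every replicate does; inactive = mean below the limit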;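 note: luciferase carries N-glycosylation sites so blocking glycosylation raises the light; 0% = median of neutral control wells and 100% = median of 100 nM tunicamycin wells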
PDI turbidity = inhibitors of human protein disulfide isomerase. PDI insulin aggregation turbidity, A650, 90 min. inhibition, % at 10 µM. 0.052% of 350,000 active. P07237;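 active = mean inhibition across replicates of 30% or more, whatever share of single replicates reach that level; inconclusive = mean inhibition below 30% while every single replicate reaches 30%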;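 note: absorbance from insulin aggregation driven by PDI reduction with DTT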
H9c2 protect = protects H9c2 cardiomyocytes from peroxide injury; 0.63% of 360,000 active; H2O2 injury protection, ATPLite, 2 h; AID 588492; protection from H2O2 cell death, % at 20 µM;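 active = compounds giving at least 50% protection of heart cells from peroxide-induced death in the single-dose screen, raw or plate-pattern-corrected value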;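 note: 0% = DMSO wells with peroxide and 100% = DMSO wells without peroxide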
ABCB6 inh 2 = human ABCB6 transporter inhibition. Q9NP58. K562-ABCB6 porphyrin accumulation, flow cytometry, 1 h; hits give low values. fluorescence ratio to DMSO, % at 10 µM. 0.19% of 360,000 active;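 active = fluorescence ratio to DMSO below 75%, the collection mean minus 3 SD; inconclusive = too few cells collected in the well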;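 note: signal is porphyrin accumulated inside mitochondria; 100% equals median channel fluorescence of DMSO control wells; lower ratio means ABCB6 inhibition with less porphyrin fluorescence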
Target sequence (Q9NP58 whole entry, looked up): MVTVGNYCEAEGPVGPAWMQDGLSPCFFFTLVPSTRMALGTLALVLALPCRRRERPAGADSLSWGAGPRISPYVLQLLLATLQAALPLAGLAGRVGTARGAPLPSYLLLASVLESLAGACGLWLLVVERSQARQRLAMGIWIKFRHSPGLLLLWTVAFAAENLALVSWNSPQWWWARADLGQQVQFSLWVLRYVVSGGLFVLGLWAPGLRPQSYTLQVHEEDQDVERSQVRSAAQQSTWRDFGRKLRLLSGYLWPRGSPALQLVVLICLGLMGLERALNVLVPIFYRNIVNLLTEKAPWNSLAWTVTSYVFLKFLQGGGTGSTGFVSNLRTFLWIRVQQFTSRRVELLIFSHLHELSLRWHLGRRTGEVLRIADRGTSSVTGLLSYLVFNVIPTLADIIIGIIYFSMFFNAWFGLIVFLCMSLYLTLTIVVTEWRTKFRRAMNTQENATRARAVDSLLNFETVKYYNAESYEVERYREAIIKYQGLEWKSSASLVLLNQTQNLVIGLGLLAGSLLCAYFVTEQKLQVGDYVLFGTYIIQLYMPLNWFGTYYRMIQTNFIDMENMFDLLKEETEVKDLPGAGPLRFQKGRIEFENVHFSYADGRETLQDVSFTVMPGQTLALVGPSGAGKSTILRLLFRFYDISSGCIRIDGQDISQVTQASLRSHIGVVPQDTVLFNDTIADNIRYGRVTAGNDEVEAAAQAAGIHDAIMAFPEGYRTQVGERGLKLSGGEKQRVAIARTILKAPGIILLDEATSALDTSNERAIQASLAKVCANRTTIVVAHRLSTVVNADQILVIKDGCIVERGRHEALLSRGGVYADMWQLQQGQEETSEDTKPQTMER
MC4R barr agon = agonists of human melanocortin 4 receptor (MC4R) beta-arrestin; P32245; U2OS MC4R beta-arrestin complementation, luminescence; percent of melanotan II response, DMSO zero; activation, % at 8.9 µM; 0.98% of 360,000 active;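 active = activation above a per-plate cutoff, the mean activation of sample wells on that plate plus 3 SD, cut at about 8% in these data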
m5-HT2A agonist = mouse HTR2A agonism via beta-arrestin recruitment; activation, % at 7.6 µM; CHO-K1 mHTR2A beta-arrestin complementation, luminescence; percent of 30 µM serotonin response; P35363; 0.66% of 360,000 active;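 active = activation above a run cutoff, the mean activation of all tested compounds plus 3 SD, cut at about 14% in these data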;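 note: 0% = plate median of compound wells and 100% = 30 µM serotonin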
Exocytosis inh = lytic granule exocytosis inhibition; inhibition, % at 10 µM; AID 651702; TALL-104 LAMP-1 surface exposure, flow cytometry; cells stimulated with thapsigargin and PMA; 0.66% of 360,000 active;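 active = inhibition above about 55%, limit read from the data; inconclusive = no clear call, values can overlap the other calls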
Active calls of the source: *; u = inconclusive; x = no result given.

SMILES	MC4R antag cAMP	ABHD5-PLIN5 inh	CaV13 ICDI inh	Glyco luc inh	PDI turbidity	H9c2 protect	ABCB6 inh 2	MC4R barr agon	m5-HT2A agonist	Exocytosis inh
S=C(NCc1ccccc1)Nc1ccc(Oc2ccccc2)cc1	-3	-1	-6	-4	-73	-11	99	0.9	-2	18
O=C(c1ccccc1)c1cc2ccccc2o1	1	1	x	-2	1	-17	94	1.2	2	2
CCN(/C=N/c1sc2c(c1C#N)CCCCC2)CC	5	-2	0	-4	u	-20	90	2.4	2	-4
COc1ccc(NC(=O)Nc2ccc3nsnc3c2)cc1	7	-4	-11	-8	1	-9	109	5.4	-3	-7
CCOC(=O)CSC1=Nc2ccccc2C2=NC(CC(=O)NCc3ccc4c(c3)OCO4)C(=O)N12 (centres undefined)	-1	-9	-3	-1	2	14	96	-2.3	-2	-4
CCC(=O)Nc1ccc(C(=O)NCCCn2ccnc2)cc1	-8	3	-3	3	19	-8	98	-1.4	1	0
O=C(C1CC1)N1CCN(c2ccc(O)cc2)CC1	-3	-4	-7	0	8	-2	98	-1.5	8	-9
COC(=O)c1c(NC(=O)CN2CCN(S(=O)(=O)c3ccccc3[N+](=O)[O-])CC2)sc2c1CCC(C)C2 (centres undefined)	11	0	-6	-5	-8	2	101	-0.8	2	-2
Cc1ccc(C)c(NC(=O)COC(=O)c2c(-c3ccccc3)noc2C)c1	16	-7	-6	0	-4	5	100	1.1	0	-2
COc1ccc(C(=O)NCc2csc(-c3cccs3)n2)cc1	9	10	-2	0	6	-2	96	0.3	1	6
O=C(NN1C(=O)NC2(CCCCC2)C1=O)c1ccc(-c2ccc(Cl)cc2)o1	1	-3	-2	5	0	14	93	-2.2	-4	4
Cc1c(C(=O)NNc2cc(=O)n(C)c(=O)n2C)cccc1[N+](=O)[O-]	16	10	-4	1	x	10	100	-0.9	0	8
O=C(CN1CCOCC1)Nc1ccc(C2CCCCC2)cc1	3	0	-3	0	1	-4	100	0.8	-5	-3
Cc1nc2ccc(NC(=O)N3CCSCC3)cc2nc1C	4	8	x	7	-2	5	116	0.6	0	-2
COc1ccccc1N1CCN(C2CCCN(C(=O)c3ccoc3C)C2)CC1 (centres undefined)	3	4	-5	-1	4	-3	106	-0.5	-4	-14
CCN1C(=O)CC(NC2CCN(C(=O)c3ccc(F)cc3)CC2)C1=O (centres undefined)	2	-3	x	0	-2	3	101	-1.7	3	1
CC(=O)c1ccc(Nc2nc(C(N)CCc3ccccc3)cs2)cc1 (centres undefined)	7	-1	-6	-1	4	-7	92	4.4	2	12
CCN1C(=O)[C@H]2[C@@H](c3ccc(C)cc3)N3C(=O)N(c4cccc(F)c4)C(=O)[C@@]3(CC)[C@H]2C1=O	4	-2	-6	2	-2	8	104	-0.1	1	6
Cc1nc2ncccn2c1-c1csc(NCc2ccco2)n1	-1	5	-10	5	1	0	100	0.9	6	-3
CCc1ccc(NC(=O)CSc2n[nH]c(=O)n2C2CC2)cc1	25	-4	-7	3	3	7	100	-4.2	6	-2
Brc1cc(Br)c2ncnc(N3CCCCC3)c2c1	17	-1	x	-4	-12	-5	x	-2.3	2	1
CCn1cc(C(=O)N2CCN(c3ccccn3)CC2)c(=O)c2cc(S(=O)(=O)N3CCC(C)CC3)ccc21	-5	5	-6	2	8	12	102	-3.3	7	0
C=CCc1ccc(O)c(-c2cc(CC=C)ccc2O)c1	7	-9	x	0	x	-7	101	9.7*	2	13
COC(=O)CC/C(O)=C1/C(=N)CC(C)(C)CC1=O	2	4	-4	0	-16	-3	96	1.6	4	0
COc1cc(OC)cc(C(=O)NNC(=O)c2ccc(S(=O)(=O)N3CC(C)OC(C)C3)cc2)c1 (centres undefined)	7	0	4	2	-6	-4	102	0.6	-3	-2
CCOc1ccc(NC(=O)COc2ccc(C(=O)NCc3cccnc3)cc2OC)cc1	10	11	-6	-3	-1	-2	99	1.4	-6	-5
CC1CCN(C(=O)CCCOc2ccc(Cl)cc2)CC1	2	-2	-5	-1	-4	0	96	-1.4	-2	13
Fc1ccc(-c2cc(C(F)(F)F)nc(NCc3cccs3)n2)cc1	13	-14	-5	3	-1	-9	96	2.7	-4	6
COCCNC(=O)C1CC2Cn3c(nc4ccccc43)C2N1C (centres undefined)	-1	3	-5	1	-3	8	96	-0.8	-1	-5
COc1ccc(N2C(=O)CC(NNc3nc4ccccc4s3)C2=O)cc1 (centres undefined)	7	2	-21	-1	-9	1	92	-1.3	-1	1

Six records drawn at random from the list so far:
SMILES	MC4R antag cAMP	ABHD5-PLIN5 inh	CaV13 ICDI inh	Glyco luc inh	PDI turbidity	H9c2 protect	ABCB6 inh 2	MC4R barr agon	m5-HT2A agonist	Exocytosis inh
CCc1ccc(NC(=O)CSc2n[nH]c(=O)n2C2CC2)cc1	25	-4	-7	3	3	7	100	-4.2	6	-2
Fc1ccc(-c2cc(C(F)(F)F)nc(NCc3cccs3)n2)cc1	13	-14	-5	3	-1	-9	96	2.7	-4	6
CCOc1ccc(NC(=O)COc2ccc(C(=O)NCc3cccnc3)cc2OC)cc1	10	11	-6	-3	-1	-2	99	1.4	-6	-5
C=CCc1ccc(O)c(-c2cc(CC=C)ccc2O)c1	7	-9	x	0	x	-7	101	9.7*	2	13
CC1CCN(C(=O)CCCOc2ccc(Cl)cc2)CC1	2	-2	-5	-1	-4	0	96	-1.4	-2	13
Brc1cc(Br)c2ncnc(N3CCCCC3)c2c1	17	-1	x	-4	-12	-5	x	-2.3	2	1

Next results
SMILES	MC4R antag cAMP	ABHD5-PLIN5 inh	CaV13 ICDI inh	Glyco luc inh	PDI turbidity	H9c2 protect	ABCB6 inh 2	MC4R barr agon	m5-HT2A agonist	Exocytosis inh
Brc1ccc([C@H]2CN3CCSC3=N2)cc1	2	1	-6	0	-5	0	97	-1.1	-6	6
COc1ccccc1NS(=O)(=O)c1cccc(C(=O)N/N=C(/C)c2ccc(-n3ccnc3)cc2)c1	6	-10	-9	0	5	37	98	0.0	-1	-1
COc1cc(NC(=S)NCCO)c(OC)cc1Cl	1	4	-20	1	5	3	98	-0.4	-8	8
COc1ccc(O)c(/C=N/NC(=O)c2ccc(N3CCCC3=O)cc2)c1	-1	6	-5	-1	1	26	97	-2.0	-8	-15
CCN1CCN(C(=O)C2CCC(CNS(=O)(=O)c3ccc(NC(C)=O)cc3)CC2)CC1 (centres undefined)	19	-1	-5	0	2	-3	106	-1.8	-2	-2
COc1ccc(Br)cc1CNC(=O)Cn1nc(C)n2cccc2c1=O	-2	-1	-7	1	3	7	101	0.3	2	3
COc1cc(C2C(C#N)=C(N)Oc3n[nH]c(-c4ccccn4)c32)cc(OC)c1OC (centres undefined)	16	-3	-5	3	3	12	100	-1.7	1	-3
CN(CCO)c1ccc(/C=N/Nc2nncc3ccccc23)cc1	-11	-9	-18	-18	-5	-19	98	2.2	4	-8
O=C(NCc1ccco1)c1nnc(Cc2ccc(F)cc2)o1	0	0	-5	1	10	3	87	-1.1	3	-1
O=C(CSc1nccc(=O)[nH]1)Nc1ccc(F)c([N+](=O)[O-])c1	23	-2	-5	1	-11	6	104	0.9	1	-4
COc1cccc(Cn2cnc(-c3ccccc3OC)c2-c2ccco2)c1	x	20	-3	x	x	x	97	x	-8	16
Cc1cc(C(=O)Nc2c(C)cccc2C)n(-c2ccccc2)n1	4	3	-8	3	-7	2	104	-1.0	-4	-2
O=C(CN1C(=O)C2(OCCO2)c2ccccc21)c1ccc(Br)cc1	-2	-15	-7	-2	1	1	100	-1.7	-4	0
CC(C)C[C@H](NC(=O)c1ccc(OC2CCN(C(=O)C3CC3)CC2)cc1)C(N)=O	13	-1	-5	0	-2	-6	103	-1.2	4	-1
O=C(COC(=O)c1cnc(Cl)c(Cl)c1)c1ccc(F)cc1	21	-1	-6	1	-1	-4	103	-1.0	0	-1

Structural class, those above containing a cyano group.
SMILES	MC4R antag cAMP	ABHD5-PLIN5 inh	CaV13 ICDI inh	Glyco luc inh	PDI turbidity	H9c2 protect	ABCB6 inh 2	MC4R barr agon	m5-HT2A agonist	Exocytosis inh
CCN(/C=N/c1sc2c(c1C#N)CCCCC2)CC	5	-2	0	-4	u	-20	90	2.4	2	-4
COc1cc(C2C(C#N)=C(N)Oc3n[nH]c(-c4ccccn4)c32)cc(OC)c1OC (centres undefined)	16	-3	-5	3	3	12	100	-1.7	1	-3

The results go on.
SMILES	MC4R antag cAMP	ABHD5-PLIN5 inh	CaV13 ICDI inh	Glyco luc inh	PDI turbidity	H9c2 protect	ABCB6 inh 2	MC4R barr agon	m5-HT2A agonist	Exocytosis inh
O=C1c2ccccc2NC(c2ccc(-c3cccc(F)c3)o2)N1O (centres undefined)	0	9	-5	-1	-4	10	88	7.8	-3	-4
CC(C)(C)OC(=O)NCCCCCc1nnc(SCC(N)=O)o1	15	2	x	0	-2	-5	97	-0.5	-3	-2
Cc1ccc(/C=N/NC(=O)c2cccc([N+](=O)[O-])c2)o1	-3	1	-4	0	-4	-4	99	-4.0	-2	-2
Cc1ccc2c(c1)N(C(=O)CSc1nncn1C)C(C)(C)c1ssc(=S)c1-2	-6	6	-4	1	2	7	92	-0.4	-2	0
O=C(Cc1ccc(Cl)cc1)NCCS(=O)(=O)N1CCN(c2ccccc2F)CC1	-18	6	-4	12	-3	-4	91	-2.0	2	-1
Cc1ccc(S(=O)(=O)/N=C(\c2ccc(F)cc2)n2c(C)nc3ccccc32)cc1	2	7	x	2	-3	5	97	0.5	8	-8
O=C(CCN1C(=O)C2CCCCC2C1=O)Nc1nc2ccc(F)cc2s1 (centres undefined)	-1	0	-14	-13	6	5	98	-0.3	3	-1
Cc1cccc(C(=O)NCCNC(=O)c2ccco2)c1	25	-11	-3	1	-1	1	104	1.6	-12	8
Cc1cccc(C)c1NC(=O)c1csc([C@H]2C[C@H](O)[C@@H](CO)O2)n1	0	2	-6	1	-1	1	100	-1.2	2	-1
Cc1ccc(C)c(OCC(=O)Nc2cc(C(=O)O)cc(C(=O)O)c2)c1	8	0	-5	-1	5	3	98	-2.8	-3	0
Cc1ccc2nc(SCc3nc4c(cnn4-c4ccccc4)c(=O)[nH]3)[nH]c2c1	-12	-3	-1	3	-3	-22	89	3.2	3	2
CC(=O)Nc1ccc(C(=O)N2CCCC(c3cc(C(=O)NCc4ccc(F)cc4)no3)C2)cc1 (centres undefined)	0	-4	-4	-1	0	4	105	1.2	0	-3
CCn1c(=O)c([N+](=O)[O-])c(NCCCn2ccnc2)c2ccccc21	14	-5	0	-1	5	10	107	2.0	-6	-4
CN(C(=O)c1ccc(NC(=O)Cc2ccc(NC(=O)C3CCN(C(=O)CCc4ccccc4)CC3)cc2)cc1)C1CC1	6	-10	-5	-1	-3	-20	93	-2.3	3	-13

High-throughput results deposited in PubChem by several laboratories.

Rows were taken by chance; 4.2% or so of the library scored in one or more.
